Screening results deposited in PubChem by several laboratories.
ABCB6 inh MLPCN – ABCB6 transporter inhibitors, primary screen, K562-ABCB6 cells, flow cytometry, MLPCN library; ATP-binding cassette sub-family B member 6 (Homo sapiens), Q9NP58; fluorescence ratio to DMSO, % at 10 µM; AID 602162, 2011; actives 0.19% (n = 360,000); K562-ABCB6 porphyrin accumulation, 1 h; hits give low values;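 active = fluorescence ratio to DMSO below 75%, the collection mean minus 3 SD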;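 note: signal is porphyrin accumulated inside mitochondria; 100% equals median channel fluorescence of DMSO control wells; lower ratio means ABCB6 inhibition with less porphyrin fluorescence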
Target sequence (Q9NP58 whole entry, looked up): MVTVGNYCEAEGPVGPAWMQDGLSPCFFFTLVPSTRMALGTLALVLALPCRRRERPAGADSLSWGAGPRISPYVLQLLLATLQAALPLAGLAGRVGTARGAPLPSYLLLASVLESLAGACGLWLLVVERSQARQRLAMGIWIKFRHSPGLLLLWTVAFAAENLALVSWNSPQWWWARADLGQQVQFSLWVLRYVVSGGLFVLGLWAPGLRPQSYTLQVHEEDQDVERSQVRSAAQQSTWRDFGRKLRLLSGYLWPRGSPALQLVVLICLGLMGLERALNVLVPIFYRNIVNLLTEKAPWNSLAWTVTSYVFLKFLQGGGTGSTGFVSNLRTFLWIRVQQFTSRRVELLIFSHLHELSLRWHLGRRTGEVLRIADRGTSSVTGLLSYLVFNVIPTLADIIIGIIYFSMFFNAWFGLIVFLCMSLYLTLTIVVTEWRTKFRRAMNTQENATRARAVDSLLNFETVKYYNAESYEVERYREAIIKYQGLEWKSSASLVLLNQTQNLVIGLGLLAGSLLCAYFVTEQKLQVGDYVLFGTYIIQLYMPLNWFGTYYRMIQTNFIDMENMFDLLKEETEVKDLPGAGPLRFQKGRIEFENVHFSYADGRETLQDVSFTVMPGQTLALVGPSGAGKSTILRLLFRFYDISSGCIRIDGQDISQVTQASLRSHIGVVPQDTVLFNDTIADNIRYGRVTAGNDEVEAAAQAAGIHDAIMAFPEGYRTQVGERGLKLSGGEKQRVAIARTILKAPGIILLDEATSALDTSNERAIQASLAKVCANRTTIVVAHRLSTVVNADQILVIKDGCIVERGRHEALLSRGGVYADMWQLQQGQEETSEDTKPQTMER
aDG glyco up – activators of alpha-DG glycosylation, primary screen, uHTS, Pro5-aDG cells, AlphaScreen | actives 0.22% (n = 360,000) | alpha-DG glycosylation AlphaScreen (IIH6); 0% Pro5, 100% B10-LARGE cell signal | activation, % at 10 µM;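 active = activation of at least 8% versus controls, or a plate z-score of at least 8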;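 note: Pro5 are CHO cells carrying HIG-tagged alpha-DG that lacks glycosylation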
Cardio protect – cardioprotection against H2O2-induced cell death, primary screen, uHTS, H9c2 cells, ATPLite luminescence; H9c2 cardiomyocytes, H2O2 injury protection, 2 h; protection from H2O2 cell death, % at 20 µM; actives 0.63% (n = 360,000);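 active = compounds giving at least 50% protection of heart cells from peroxide-induced death in the single-dose screen, raw or plate-pattern-corrected value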;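 note: 0% = DMSO wells with peroxide and 100% = DMSO wells without peroxide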
MC4R antag cAMP – MC4R antagonists of cAMP signaling, primary screen, cell-based, TR-FRET, antagonist arm of biased-ligand search. Melanocortin receptor 4 (Homo sapiens), P32245. MC4R-expressing cells, MTII-stimulated cAMP, LANCE TR-FRET. inhibition, % at 6.5 µM. actives 0.48% (n = 360,000). AID 540295, 2011;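 active = inhibition above its plate's cutoff, the mean of tested wells on that plate plus 3 SD, cut at about 29% in these data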;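 note: 0% = Melanotan II alone and 100% = Melanotan II plus saturating MCL0020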
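Material – human MC4R-expressing U2OS cells · Repeats – no replicates · Detection – TR-FRET with Eu-cAMP and labeled anti-cAMP, 671 nm · Times – compound 30 min, challenge 1 h, detection 1 h · Compound – single nominal compound dose of 6.5 µM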
HTR2A ag – mouse Htr2a agonists via beta-arrestin recruitment, primary screen, cell-based, luminescence; 5-hydroxytryptamine receptor 2A (Mus musculus), P35363; CHO-K1 mHTR2A beta-arrestin complementation; percent of 30 µM serotonin response; activation, % at 7.6 µM; actives 0.66% (n = 360,000); AID 624169, 2012;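 active = activation above a run cutoff, the mean activation of all tested compounds plus 3 SD, cut at about 14% in these data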;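 note: 0% = plate median of compound wells and 100% = 30 µM serotonin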
PDI turbidity – inhibitors of human PDI, primary screen, biochemical, turbidity, single point, plate reader; PDI insulin aggregation turbidity, A650, 90 min; inhibition, % at 10 µM; actives 0.052% (n = 350,000); AID 588391, 2011;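 active = mean inhibition across replicates of 30% or more, whatever share of single replicates reach that level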;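 note: absorbance from insulin aggregation driven by PDI reduction with DTT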
MC4R ag barr – MC4R agonists recruiting beta-arrestin, primary screen, cell-based, luminescence, agonist arm of biased-ligand search; Melanocortin receptor 4 (Homo sapiens), P32245; U2OS MC4R beta-arrestin complementation; percent of melanotan II response, DMSO zero; activation, % at 8.9 µM; actives 0.98% (n = 360,000);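 active = activation above a per-plate cutoff, the mean activation of sample wells on that plate plus 3 SD, cut at about 8% in these data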
Glyco luc inh – increase of ERlucT glycosylation luciferase signal, primary screen, N-linked glycosylation inhibitor project, D54 ERlucT cells, luminescence, set 2; D54 ERlucT glycosylation luciferase reporter, 24 h; percent of 100 nM tunicamycin response; reporter increase, % at 12.5 µM; actives 0.23% (n = 360,000);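 active = mean luciferase reporter signal, scaled so untreated is 0 and the glycosylation-blocking control 100, at or above a set limit in every replicate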;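 note: luciferase carries N-glycosylation sites so blocking glycosylation raises the light; 0% = median of neutral control wells and 100% = median of 100 nM tunicamycin wells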
Vif imaging – HIV Vif self-association inhibitors, primary screen, imaging, HEK293T, single point | HEK293T cells, Vif self-association by quenched fluorescence, 24 h | inhibition, % at 7.49 µM | actives 0.35% (n = 340,000); in the data active = inhibition above about 50%, passing the limit was not always enough; note: some results filed as inactive read as strong as hits
CaV13 FRET inh – Primary screen for inhibitors of IQ motif and Ca2+-dependent inactivation inhibitor domain binding in CACNA1D, Förster resonance energy transfer in living cells, …. inhibition, % at 12.3 µM. AID 743397. actives 0.098% (n = 340,000). HEK cells, CFP/YFP FRET ICDI-IQ, plate reader, 10 min; percent FRET-ratio fall versus neutral wells;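 active = mean replicate inhibition of at least 30% and at least 1% of replicates passing that level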;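 note: 0% = median of the neutral control wells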
Active calls of the source: *; x = not tested or not shown. An unsorted share of the library (roughly 3.6% active in at least one column).

SMILES	ABCB6 inh MLPCN	aDG glyco up	Cardio protect	MC4R antag cAMP	HTR2A ag	PDI turbidity	MC4R ag barr	Glyco luc inh	Vif imaging	CaV13 FRET inh
COc1ccc(-c2c(-c3cc(OC)cc(OC)c3)n(C)c3ccc(-c4ccc(OC)c(F)c4)cc23)cc1	100	-0.4	1	-1	4	-3	-0.7	-2	0	-6
CCC12CC3CC(C1)CC(C(=O)Nc1nn[nH]n1)(C3)C2	98	0.0	1	7	-1	3	-1.3	0	12	-4
CCOC(=O)C(=O)C1=C(N2CCOCC2)/C(=C\c2ccc(F)cc2)CC1	103	-0.2	-8	11	0	9	-2.4	3	-5	-4
O=C(Nc1ccccn1)c1ccc(C(=O)c2ccccc2)cc1	93	-0.2	-16	5	14	-6	-2.2	-10	-9	-2
Cc1ccc(C(C)C)c(OCCn2ccnc2C)c1	91	0.2	-3	1	-1	-2	0.1	1	-1	-1
Cc1cc(N)n(-c2ccc(S(=O)(=O)N3CCOCC3)cc2[N+](=O)[O-])n1	100	0.1	2	3	-2	3	-0.1	0	-1	-14
CN(CC(=O)NCC(=O)Nc1ccc(F)cc1)C1CCS(=O)(=O)C1 (configuration not stated)	100	0.3	11	-1	9	-2	-0.8	0	7	-5
CCn1c2ccccc2c2cc(/C=N/NC(=O)c3cc(O)cc(O)c3)ccc21	99	0.1	12	12	0	-3	-0.3	2	4	3
O=C(Nc1ccccc1Cl)C1CCN(Cc2cnn(-c3ccccc3)c2-n2cccc2)CC1	98	0.9	-14	7	0	-8	0.5	-1	-10	-8
Clc1ccc(Nc2ncn[nH]2)c(Cl)c1	100	-0.2	-8	-8	2	-5	-2.3	-1	12	-4
CC(C)Nc1nc(NC(C)C)nc(C(=O)OCCO)n1	97	-0.1	10	-4	1	-9	0.0	2	-10	-5
CN(C)/C=C1\Cc2ccccc2C1=O	97	-0.1	1	4	3	9	-1.0	-3	1	-5
COC(=O)CSc1nnc(NC(=O)/C=C\c2ccc3c(c2)OCO3)s1	92	0.0	-2	9	1	4	-1.1	-1	0	-3
Cc1cc(C)c2c(=O)[nH][nH]c2n1	104	-0.2	8	2	-1	8	0.3	2	14	-1
CCOC(=O)C(C)Sc1cnccn1 (configuration not stated)	102	0.4	10	11	3	5	0.1	-1	-3	-5

Overlap with the part before: three entries, followed by the next part.
SMILES	ABCB6 inh MLPCN	aDG glyco up	Cardio protect	MC4R antag cAMP	HTR2A ag	PDI turbidity	MC4R ag barr	Glyco luc inh	Vif imaging	CaV13 FRET inh
COC(=O)CSc1nnc(NC(=O)/C=C\c2ccc3c(c2)OCO3)s1	92	0.0	-2	9	1	4	-1.1	-1	0	-3
Cc1cc(C)c2c(=O)[nH][nH]c2n1	104	-0.2	8	2	-1	8	0.3	2	14	-1
CCOC(=O)C(C)Sc1cnccn1 (configuration not stated)	102	0.4	10	11	3	5	0.1	-1	-3	-5
CCCOC(=O)c1ccc(Nc2nc(C)cc(=O)[nH]2)cc1	104	0.2	-3	1	-1	0	0.3	0	0	-5
O=C(Nc1ccc(Cl)cc1)C1CCN(C(=O)c2ccco2)CC1	97	-0.1	-6	16	-2	9	-2.9	0	9	-3
CCCCN1C(=O)C(CC(=O)NCc2cccc3ccccc23)CC(C(=O)N(C(C)C)C(C)C)=C1C (configuration not stated)	97	0.0	x	x	0	x	x	x	x	-10
Cc1[nH]c(=O)[nH]c(=O)c1NC(=O)c1cccs1	95	-0.1	-2	2	-1	15	-1.6	1	x	x
O=C(Nc1sc2c(c1C(=O)NC1CCCCC1)CCC2)c1ccco1	100	0.0	0	4	0	-9	-0.8	-5	-15	-6
CCN(CC(=O)Nc1ccc(OC)cc1)C(=O)CN1C(=O)NC(C)(c2ccc3ccccc3c2)C1=O (configuration not stated)	101	-0.2	-7	7	-6	-3	-2.4	2	21	x
Cc1ccc(S(=O)(=O)NCCCCCC(=O)N(C)C)cc1	89	0.1	-7	16	-2	6	-1.3	2	11	-5
CC(=O)C1C(c2cccc(Oc3ccccc3)c2)NC(=O)NC1(O)C(F)(F)F (configuration not stated)	99	-0.3	0	2	-1	3	-0.6	0	-13	-5
CCOc1ccc(CCNc2cc(C)nc3ncnn23)cc1OCC	99	0.0	-12	12	-1	x	-0.9	-1	-1	-5
CN(CC(=O)Nc1cccc2c1CCCC2)S(=O)(=O)c1ccc(Cl)cc1	95	0.2	-2	-3	3	13	1.3	-2	-6	-4
CCOc1ccc(-n2c(C)nc3cc(C(=O)NCC4CCCO4)ccc32)cc1 (configuration not stated)	100	-0.1	0	-2	3	-3	-1.4	-1	-6	-6
O=C(Cn1nnc2ccccc21)c1ccccc1	99	0.0	1	-7	-1	9	-1.8	0	2	-3
C/C(=N\N=C(N)N)c1ccc(Cl)c(Cl)c1	100	4.0	-8	1	-5	-6	-1.8	-2	0	-14
COc1ccc([N+](=O)[O-])cc1NC(=S)NC(NC(=O)Cc1ccc(OC)c(OC)c1)C(Cl)(Cl)Cl (configuration not stated)	92	-0.2	1	8	3	7	-1.1	2	-21	-4
Cc1cccc(C)c1NC(=O)C1CCCN1S(=O)(=O)c1ccccc1 (configuration not stated)	99	0.1	-1	13	-4	12	-0.5	2	10	-4
O=C(CCl)Nc1sccc1C(=O)c1ccccc1	102	0.5	-9	13	-2	3	-1.2	0	0	-3
COc1ccc(CCN2CC(C(=O)OC(C)C(=O)Nc3ccc(NC(C)=O)cc3)CC2=O)cc1OC (configuration not stated)	97	-0.2	16	1	6	-8	-2.0	3	3	-2
Cc1cccc(NC(=O)CSc2nnc(C3CC3)n2CC2CCCO2)c1 (configuration not stated)	101	0.1	-1	23	0	-10	0.5	1	12	-6
O=C(CCc1ccccc1)NCc1ccc(F)cc1	102	-0.1	2	13	3	0	0.3	0	-3	2
CC(=O)Nc1ccc(NC(=O)Cn2nc([N+](=O)[O-])c(Br)c2C)cc1	97	0.0	7	19	-3	1	-0.8	2	-1	-3
Cc1ccc(S(=O)(=O)N(CCO)c2cc3c(s2)CCCC3)cc1	99	0.1	-12	13	-2	1	0.2	0	-8	-5
Cc1nc2ccc(NC(=O)c3ccc(Cl)c([N+](=O)[O-])c3)cc2s1	96	1.6	4	30*	0	-1	-0.5	3	2	-18
O=c1[nH]ncc(N2CCN(C(c3ccccc3)c3ccccc3)CC2)c1Cl	101	0.0	3	0	-1	1	4.2	5	-1	-3
C=CCNC(=O)C(=O)c1c(-c2ccccc2)[nH]c2ccccc12	96	0.0	8	6	7	x	-1.1	0	-4	-9
NC1=NC(=O)S/C1=C\c1ccc(O)cc1	88	-0.5	46	-45	-6	44*	-2.1	5	-2	-17
CC1CCN(c2ccccc2NC(=O)c2ccc(N3CCOCC3)c([N+](=O)[O-])c2)CC1	94	-0.3	-4	11	2	-1	0.3	-2	1	-7
Cc1ccc(CN2CCC(C)(Oc3cccc(Cl)c3)C2)cc1 (configuration not stated)	99	-0.3	-7	-3	-5	-1	1.3	2	20	-5
CCCCCn1c(=O)[nH]c2cc(C(=O)NCc3ccccn3)ccc2c1=O	99	-0.2	19	8	-7	-12	0.6	-3	-2	-15
Cc1cc(NC(=O)COc2ccccc2C#N)no1	101	-0.1	-1	-2	11	11	-2.0	-1	-3	-2
CC(Nc1oc(-c2ccco2)nc1C#N)c1ccccc1 (configuration not stated)	94	-0.3	0	1	-3	6	-0.6	1	21	-4
Cc1cccc(C(=O)N2CCCC(N3CCN(c4ccccc4)CC3)C2)n1 (configuration not stated)	92	0.0	4	0	2	-11	-1.8	3	4	-5
CC1=Nc2cc(C(=O)NCc3ccco3)ccc2Sc2ccc(C)cc21	102	-0.2	2	-22	-6	-2	0.0	12	29	-6
CCN1C(=O)[C@H]2[C@@H](c3ccc(OC)cc3)N[C@]3(CCCN(Cc4ccc(Br)cc4)C3=O)[C@H]2C1=O	102	0.1	3	18	0	5	0.6	-1	1	-5
Cc1ccc2c(c1)N(CC(=O)NCCC1=CCCCC1)C(=O)c1cccnc1O2	105	0.2	3	8	0	x	0.3	-2	4	-10
O=C(c1ccco1)N1CCN(c2ccc([N+](=O)[O-])c(N3CCOCC3)c2)CC1	107	0.1	5	-4	-2	-5	-3.0	-4	8	-5
Cc1ccc(SCc2cn3c(C)cc(C)nc3n2)cc1	104	-0.2	-5	-1	-2	5	-2.1	0	-3	1
COc1ccc(CC2(CO)CCN(Cc3cccn3-c3ccccn3)CC2)cc1	104	0.0	-1	10	1	5	0.3	2	-5	-7
Cc1cc(NC(=O)COC(=O)c2ccccc2[N+](=O)[O-])no1	95	-0.1	-1	4	7	3	-1.7	2	0	-5
CCOC(=O)C1=C(COC(=O)c2ccc(Br)c(S(=O)(=O)N3CCOCC3)c2)NC(=O)NC1C (configuration not stated)	96	0.1	10	6	6	-9	-0.2	-3	-10	-5
CCn1nc(NC(=O)C(C)(C)C)c2cc3cccc(C)c3nc21	96	0.4	-1	6	-5	-41	0.8	4	-2	-13
Cc1cccc(CSc2nc3ccccc3c(=O)n2C)c1	86	1.1	-25	7	5	3	1.5	-4	-21	-6
Cc1cc(C)cc(N2C(=O)CC(Sc3ccccc3C(=O)O)C2=O)c1 (configuration not stated)	97	0.0	6	2	-3	-9	0.3	5	3	-3
Cc1c(C(=O)OCC(=O)Nc2ccccc2OC(F)F)cccc1[N+](=O)[O-]	99	0.2	-2	15	-1	-18	0.3	0	-1	6
Cc1cc(/C=C2/NC(=O)N(Cc3ccccc3F)C2=O)c(C)n1-c1ccccn1	100	0.1	12	8	-3	7	-2.0	-4	-1	-3
O=C(c1cc(S(=O)(=O)Nc2ccccc2F)c(Cl)cc1Cl)N1CCN(CCO)CC1	94	0.2	1	9	2	1	0.7	4	-5	-4
CN1CCN(C(=O)c2cc3c(c(-c4cccc(-c5cccnc5)c4)n2)[C@H](CCO)N(C(=O)CC2CC2)C3)CC1	97	-0.3	x	x	3	x	x	x	x	-6
O=C(NC(=S)NCc1nc2ccccc2[nH]1)c1ccccc1F	86	2.0	4	-1	-1	-7	-1.2	0	0	-5
CCOC(=O)C1CCCN(CC(O)COc2cccc(C)c2)C1 (configuration not stated)	98	-0.1	0	-1	-9	10	-1.2	0	-11	-4
